Screens from PubChem BioAssay.
iPSC survival up = enhancers of single-cell hiPSC survival, primary screen, ATPlite luminescence; 100% = ROCK inhibitor wells, 0% = DMSO; survival enhancement, % at 20 µM; actives 0.044% (n = 360,000); AID 602274, 2012; in the data active = survival enhancement above about 18%;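 note: cells exposed to compounds for 16 hours before the ATP read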
H9c2 protect = cardioprotection against H2O2-induced cell death, primary screen, uHTS, H9c2 cells, ATPLite luminescence | AID 588492, 2011 | protection from H2O2 cell death, % at 20 µM | H9c2 cardiomyocytes, H2O2 injury protection, 2 h | actives 0.63% (n = 360,000);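 active = compounds giving at least 50% protection of heart cells from peroxide-induced death in the single-dose screen, raw or plate-pattern-corrected value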;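 note: 0% = DMSO wells with peroxide and 100% = DMSO wells without peroxide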
ABCB6 inh 2 = ABCB6 transporter inhibitors, primary screen, K562-ABCB6 cells, flow cytometry, MLPCN library. K562-ABCB6 porphyrin accumulation, 1 h; hits give low values. AID 602162, 2011. fluorescence ratio to DMSO, % at 10 µM. ATP-binding cassette sub-family B member 6 (Homo sapiens), Q9NP58. actives 0.19% (n = 360,000);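 active = fluorescence ratio to DMSO below 75%, the collection mean minus 3 SD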;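 note: signal is porphyrin accumulated inside mitochondria; 100% equals median channel fluorescence of DMSO control wells; lower ratio means ABCB6 inhibition with less porphyrin fluorescence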
ABHD5 PLIN5 PPI = ABHD5-PLIN5 interaction inhibitors, primary screen, cell lysate, split luciferase complementation, luminescence; Perilipin-5 (Homo sapiens) + 1-acylglycerol-3-phosphate O-acyltransferase ABHD5 (Homo …; Split G. princeps luciferase complementation, 4 h; inhibition, % at 4 µM; actives 0.78% (n = 360,000); AID 602281, 2012;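 active = inhibition above the mean inhibition across every tested compound plus 3 SD, cut at about 22% in these data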;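 note: 0% = DMSO only wells and the 100% control is not disclosed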
aDG glyco act = activators of alpha-DG glycosylation, primary screen, uHTS, Pro5-aDG cells, AlphaScreen. alpha-DG glycosylation AlphaScreen (IIH6); 0% Pro5, 100% B10-LARGE cell signal. activation, % at 10 µM. actives 0.22% (n = 360,000). AID 624168, 2012;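 active = activation of at least 8% versus controls, or a plate z-score of at least 8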;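 note: Pro5 are CHO cells carrying HIG-tagged alpha-DG that lacks glycosylation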
Exocytosis inh = LAMP-1 surface exposure blockers, TALL-104 cells – cell-based, flow cytometry, MLPCN library, primary screen; TALL-104 LAMP-1 surface exposure; cells stimulated with thapsigargin and PMA; inhibition, % at 10 µM; actives 0.66% (n = 360,000); AID 651702, 2012;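 active = inhibition above about 55%, limit read from the data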
N-glyco inh = increase of ERlucT glycosylation luciferase signal, primary screen, N-linked glycosylation inhibitor project, D54 ERlucT cells, luminescence, set 2 | D54 ERlucT glycosylation luciferase reporter, 24 h; percent of 100 nM tunicamycin response | reporter increase, % at 12.5 µM | actives 0.23% (n = 360,000);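 active = mean luciferase reporter signal, scaled so untreated is 0 and the glycosylation-blocking control 100, at or above a set limit in every replicate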;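 note: luciferase carries N-glycosylation sites so blocking glycosylation raises the light; 0% = median of neutral control wells and 100% = median of 100 nM tunicamycin wells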
m5-HT2A agonist = mouse Htr2a agonists via beta-arrestin recruitment, primary screen, cell-based, luminescence | actives 0.66% (n = 360,000) | AID 624169, 2012 | 5-hydroxytryptamine receptor 2A (Mus musculus), P35363 | CHO-K1 mHTR2A beta-arrestin complementation; percent of 30 µM serotonin response | activation, % at 7.6 µM;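 active = activation above a run cutoff, the mean activation of all tested compounds plus 3 SD, cut at about 14% in these data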;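 note: 0% = plate median of compound wells and 100% = 30 µM serotonin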
Target sequence (P35363 whole entry, looked up): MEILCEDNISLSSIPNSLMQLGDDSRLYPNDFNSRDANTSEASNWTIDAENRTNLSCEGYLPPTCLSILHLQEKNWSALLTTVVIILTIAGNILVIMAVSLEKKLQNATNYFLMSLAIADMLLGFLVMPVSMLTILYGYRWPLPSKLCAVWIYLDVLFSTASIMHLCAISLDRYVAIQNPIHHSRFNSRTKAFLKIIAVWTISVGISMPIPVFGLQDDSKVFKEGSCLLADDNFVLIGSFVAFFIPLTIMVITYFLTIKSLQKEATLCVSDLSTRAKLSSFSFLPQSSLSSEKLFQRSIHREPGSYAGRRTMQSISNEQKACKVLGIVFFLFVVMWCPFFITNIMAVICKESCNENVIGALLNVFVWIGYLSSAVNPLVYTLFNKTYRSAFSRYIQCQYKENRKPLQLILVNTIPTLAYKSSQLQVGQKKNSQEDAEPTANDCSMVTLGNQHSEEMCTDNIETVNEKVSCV
MC4R antagonist = MC4R antagonists of cAMP signaling, primary screen, cell-based, TR-FRET, antagonist arm of biased-ligand search. MC4R-expressing cells, MTII-stimulated cAMP, LANCE TR-FRET. Melanocortin receptor 4 (Homo sapiens), P32245. actives 0.48% (n = 360,000). AID 540295, 2011. inhibition, % at 6.5 µM;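 active = inhibition above its plate's cutoff, the mean of tested wells on that plate plus 3 SD, cut at about 29% in these data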;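 note: 0% = Melanotan II alone and 100% = Melanotan II plus saturating MCL0020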
Target sequence (P32245 whole entry, looked up): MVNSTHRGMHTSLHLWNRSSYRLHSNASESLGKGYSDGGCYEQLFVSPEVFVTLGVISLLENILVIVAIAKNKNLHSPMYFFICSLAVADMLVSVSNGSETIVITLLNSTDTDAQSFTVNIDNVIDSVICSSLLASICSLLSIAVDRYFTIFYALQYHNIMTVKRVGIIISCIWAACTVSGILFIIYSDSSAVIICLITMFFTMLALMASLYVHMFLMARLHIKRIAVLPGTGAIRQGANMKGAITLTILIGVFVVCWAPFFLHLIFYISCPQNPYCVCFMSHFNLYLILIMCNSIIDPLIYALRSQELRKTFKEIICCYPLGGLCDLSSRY
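material = U2OS cells stably expressing human melanocortin 4 receptor (MC4R) | also added = Melanotan II challenge | dosing = single nominal compound dose of 6.5 µM | detection = TR-FRET with Eu-cAMP and labeled anti-cAMP, 671 nm | replication = singlicate | timing = compound 30 min, challenge 1 h, detection 1 h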
MC4R ag barr = MC4R agonists recruiting beta-arrestin, primary screen, cell-based, luminescence, agonist arm of biased-ligand search; Melanocortin receptor 4 (Homo sapiens), P32245; U2OS MC4R beta-arrestin complementation; percent of melanotan II response, DMSO zero; activation, % at 8.9 µM; actives 0.98% (n = 360,000); AID 540308, 2011;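 active = activation above a per-plate cutoff, the mean activation of sample wells on that plate plus 3 SD, cut at about 8% in these data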
* = called active by the depositor. An excerpt; rates above refer to the full screens.

For COc1ccc2c(c1OC)CN1CCc3cc4c(cc3[C@H]1C2)OCO4 the results were iPSC survival up -1.7, H9c2 protect -4, ABCB6 inh 2 108, ABHD5 PLIN5 PPI 2, aDG glyco act -0.1, Exocytosis inh 1, N-glyco inh 0, m5-HT2A agonist -1, MC4R antagonist -5 and MC4R ag barr -1.9.
`CCN1CCN(C(=O)COc2ccc3c(c2)C(=O)CC2(CCN(C(C)=O)CC2)O3)CC1` gave iPSC survival up -1.4, H9c2 protect 2, ABCB6 inh 2 89, ABHD5 PLIN5 PPI -4, aDG glyco act -0.2, Exocytosis inh -1, N-glyco inh 1, m5-HT2A agonist 0, MC4R antagonist -2 and MC4R ag barr -1.2.
c1ccc(OCC2CO2)cc1 (configuration not stated) was read as iPSC survival up -1.1, H9c2 protect -2, ABCB6 inh 2 102, ABHD5 PLIN5 PPI -5, aDG glyco act -0.1, Exocytosis inh 1, N-glyco inh 0, m5-HT2A agonist 1, MC4R antagonist 11 and MC4R ag barr -0.8.
For Cc1ccc(N)cc1Cl the results were iPSC survival up -1.9, H9c2 protect 9, ABCB6 inh 2 96, ABHD5 PLIN5 PPI 4, aDG glyco act -0.2, Exocytosis inh -2, N-glyco inh 3, m5-HT2A agonist 1, MC4R antagonist -3 and MC4R ag barr -1.3.
Screening c1ccc(Nc2ccc(Nc3ccccc3)cc2)cc1 returned iPSC survival up -0.8, H9c2 protect -6, ABCB6 inh 2 105, ABHD5 PLIN5 PPI -45, aDG glyco act -0.4, Exocytosis inh 1, N-glyco inh 1, m5-HT2A agonist -7, MC4R antagonist -3 and MC4R ag barr 2.0.
For O=c1c2ccccc2nc(Cc2ccccc2)n1-c1ccccc1 the results were iPSC survival up -0.5, H9c2 protect -5, ABCB6 inh 2 102, ABHD5 PLIN5 PPI 11, aDG glyco act 0.0, Exocytosis inh -2, N-glyco inh -2, m5-HT2A agonist -4, MC4R antagonist 23 and MC4R ag barr -1.7.
`O=c1[nH]c(CN2CCNCC2)nc2ccccc12` gave iPSC survival up -1.2, H9c2 protect 44, ABCB6 inh 2 101, ABHD5 PLIN5 PPI -2, aDG glyco act 0.1, Exocytosis inh 0, N-glyco inh 0, m5-HT2A agonist 0, MC4R antagonist 0 and MC4R ag barr 1.2.
CCC1CCCCN1CC(=O)c1ccc(OC(F)F)cc1 (configuration not stated) was read as iPSC survival up -1.9, H9c2 protect -4, ABCB6 inh 2 98, ABHD5 PLIN5 PPI 1, aDG glyco act -0.1, Exocytosis inh 1, N-glyco inh 3, m5-HT2A agonist -2, MC4R antagonist 16 and MC4R ag barr -0.6.
Screening c1cc(C2N3CCCN2CC3)ccn1 (configuration not stated) returned iPSC survival up -0.6, H9c2 protect -4, ABCB6 inh 2 97, ABHD5 PLIN5 PPI -1, aDG glyco act 0.0, Exocytosis inh 8, N-glyco inh 0, m5-HT2A agonist -2, MC4R antagonist 3 and MC4R ag barr -1.6.
`CCOC(=O)c1c(-n2c(C)cc(C=C3C(=O)NC(=O)NC3=O)c2C)sc2c1CCCC2` gave iPSC survival up -1.1, H9c2 protect 0, ABCB6 inh 2 98, ABHD5 PLIN5 PPI -17, aDG glyco act 0.2, Exocytosis inh 3, N-glyco inh 1, m5-HT2A agonist -5, MC4R antagonist 30* and MC4R ag barr 0.9.
For CCC1CCCCN1P(=O)(c1ccc(C)o1)C(C)(C)C (configuration not stated) the results were iPSC survival up 1.6, H9c2 protect 9, ABCB6 inh 2 103, ABHD5 PLIN5 PPI -9, aDG glyco act -0.1, Exocytosis inh -2, N-glyco inh -1, m5-HT2A agonist 10, MC4R antagonist -1 and MC4R ag barr 1.4.
Screening CC(CCN1CC1)=NNC(=O)Nc1cccc2ccccc12 returned iPSC survival up -0.5, H9c2 protect -5, ABCB6 inh 2 97, ABHD5 PLIN5 PPI -8, aDG glyco act 0.1, Exocytosis inh -7, N-glyco inh -2, m5-HT2A agonist -3, MC4R antagonist -2 and MC4R ag barr -0.1.
`Cc1cc(C(=O)OCC(=O)Nc2ccccc2F)c(C)n1C1CC1` gave iPSC survival up -0.1, H9c2 protect 1, ABCB6 inh 2 104, ABHD5 PLIN5 PPI -11, aDG glyco act 0.1, Exocytosis inh -1, N-glyco inh 0, m5-HT2A agonist 5, MC4R antagonist 6 and MC4R ag barr 1.1.
For CCC(=NCCCN(CC)CC)c1c(O)n(-c2ccccc2)c(=O)[nH]c1=O the results were iPSC survival up -0.6, H9c2 protect 2, ABCB6 inh 2 103, ABHD5 PLIN5 PPI -5, aDG glyco act 0.3, Exocytosis inh -1, N-glyco inh 0, m5-HT2A agonist 6, MC4R antagonist 16 and MC4R ag barr 1.9.
Cc1nnc2ccc(-c3cccc(C(F)(F)F)c3)nn12 was read as iPSC survival up -0.2, H9c2 protect 5, ABCB6 inh 2 96, ABHD5 PLIN5 PPI -4, aDG glyco act 0.1, Exocytosis inh -5, N-glyco inh 2, m5-HT2A agonist -2, MC4R antagonist 0 and MC4R ag barr -1.1.
`CCOC(=O)N(CC)c1ccc(C(O)(C(=O)OCC)C(F)(F)F)cc1` (configuration not stated) gave iPSC survival up -2.9, H9c2 protect -5, ABCB6 inh 2 92, ABHD5 PLIN5 PPI 0, aDG glyco act 0.1, Exocytosis inh 0, N-glyco inh 0, m5-HT2A agonist 2, MC4R antagonist 12 and MC4R ag barr -0.2.
COC(=O)C1=C(c2ccc(OCc3ccccc3)cc2)C[C@@H]2CC[C@H]1N2C(=O)NCc1ccc(F)cc1 was read as iPSC survival up 0.0, H9c2 protect -23, ABCB6 inh 2 97, ABHD5 PLIN5 PPI -3, aDG glyco act 0.5, Exocytosis inh 10, N-glyco inh -7, m5-HT2A agonist 1, MC4R antagonist 24 and MC4R ag barr 2.2.
Screening Cc1ccc(N2C(=O)CC(=O)NC2=O)cc1Cl returned iPSC survival up -0.8, H9c2 protect 11, ABCB6 inh 2 101, ABHD5 PLIN5 PPI 4, aDG glyco act -0.1, Exocytosis inh -1, N-glyco inh 2, m5-HT2A agonist 3, MC4R antagonist 0 and MC4R ag barr 0.1.
O=[N+]([O-])c1ccc(C[n+]2c(-c3ccccc3)cc(-c3ccccc3)cc2-c2ccccc2)cc1 was read as iPSC survival up 4.0, H9c2 protect -2, ABCB6 inh 2 101, ABHD5 PLIN5 PPI 14, aDG glyco act -0.3, Exocytosis inh -3, N-glyco inh 4, m5-HT2A agonist 10, MC4R antagonist 4 and MC4R ag barr -1.2.
`Cc1ccc(-n2cc(CNC(C)Cc3cnccn3)c(-c3cccc(C)c3)n2)cc1` (configuration not stated) gave iPSC survival up 1.5, H9c2 protect 14, ABCB6 inh 2 93, ABHD5 PLIN5 PPI 6, aDG glyco act 5.6, Exocytosis inh 6, N-glyco inh 0, m5-HT2A agonist -6, MC4R antagonist 10 and MC4R ag barr 0.3.
Screening CCOc1ccc(NC(=O)c2c(C)nn(Cc3ccccc3)c2Cl)cc1 returned iPSC survival up 0.2, H9c2 protect -5, ABCB6 inh 2 94, ABHD5 PLIN5 PPI -7, aDG glyco act 0.2, Exocytosis inh 4, N-glyco inh 1, m5-HT2A agonist 8, MC4R antagonist 2 and MC4R ag barr 7.6.
For COC(=O)C1=C(c2cccc(OC)c2OC)C[C@@H]2CC[C@H]1N2C(=O)NCCCOC(C)C the results were iPSC survival up -0.4, H9c2 protect 2, ABCB6 inh 2 99, ABHD5 PLIN5 PPI 2, aDG glyco act 0.2, Exocytosis inh 26, N-glyco inh 0, m5-HT2A agonist 3, MC4R antagonist 0 and MC4R ag barr -0.9.
`CCC(NC(=O)OC(C)(C)C)C(=O)Oc1cc(C)cc2oc(=O)c3c(c12)CCC3` (configuration not stated) gave iPSC survival up -1.6, H9c2 protect 12, ABCB6 inh 2 103, ABHD5 PLIN5 PPI -1, aDG glyco act 0.8, Exocytosis inh -3, N-glyco inh 0, m5-HT2A agonist 6, MC4R antagonist 2 and MC4R ag barr -1.8.
Screening O=P1(NCCCn2cc[n+](Cc3nc4ccccc4[nH]3)c2)C=C(c2ccccc2)OC(c2ccccc2)=C1 returned iPSC survival up -0.5, H9c2 protect -6, ABCB6 inh 2 96, ABHD5 PLIN5 PPI 26*, aDG glyco act -0.1, Exocytosis inh 20, N-glyco inh 2, m5-HT2A agonist -1, MC4R antagonist 5 and MC4R ag barr 0.0.
Screening OC12ONC(c3ccccn3)C1N1CCC2CC1 (configuration not stated) returned iPSC survival up 3.8, H9c2 protect 4, ABCB6 inh 2 110, ABHD5 PLIN5 PPI 52*, aDG glyco act -0.3, Exocytosis inh 20, N-glyco inh 5, m5-HT2A agonist -1, MC4R antagonist -3 and MC4R ag barr 0.8.
Screening Cc1ccc(S(=O)(=O)Cc2ccc(C(=O)N3CCC4(CC3)OCCO4)o2)cc1 returned iPSC survival up -1.1, H9c2 protect 2, ABCB6 inh 2 101, ABHD5 PLIN5 PPI -1, aDG glyco act -0.7, Exocytosis inh 0, N-glyco inh 0, m5-HT2A agonist 1, MC4R antagonist 8 and MC4R ag barr -1.3.
`CCCC1COC(Cn2cncn2)(c2ccc(Cl)cc2Cl)O1` (configuration not stated) gave iPSC survival up -1.7, H9c2 protect 8, ABCB6 inh 2 98, ABHD5 PLIN5 PPI -5, aDG glyco act -0.2, Exocytosis inh -1, N-glyco inh 1, m5-HT2A agonist 0, MC4R antagonist 1 and MC4R ag barr -0.6.
For COc1ccc(C(=O)OC2CC[C@@]3(C)C4CCC5[C@]6(O)CC(O)[C@@]7(O)C(CN8CC(C)CCC8[C@@]7(C)O)[C@]6(O)C[C@@]53O[C@]24O)cc1OC (some centres not stated) the results were iPSC survival up 1.5, H9c2 protect 2, ABCB6 inh 2 84, ABHD5 PLIN5 PPI 6, aDG glyco act 0.0, Exocytosis inh 12, N-glyco inh 0, m5-HT2A agonist -2, MC4R antagonist 7 and MC4R ag barr 0.7.
For C[C@@H]1CN([C@H](C)CO)C(=O)CCCn2nncc2CO[C@H]1CN(C)C(=O)Oc1ccc2ccccc2c1 the results were iPSC survival up 0.5, H9c2 protect 13, ABCB6 inh 2 98, ABHD5 PLIN5 PPI -3, aDG glyco act -0.1, Exocytosis inh 2, N-glyco inh 0, m5-HT2A agonist 2, MC4R antagonist 0 and MC4R ag barr -2.0.
